HT1080 IDH1KD tx = qHTS for induction of synthetic lethality in tumor cells producing 2HG: qHTS for the HT-1080-IDH1KD cell line; HT-1080 IDH1 knockdown viability, ATP luminescence, 48 h; 360,000 compounds, 2% hits; Potency, µM (titrated, usually from 46.1 µM), for the others: top-dose activity, negative = toxicity, usual class: cytotoxic;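 also: potency is read from the fitted curve at half-maximal effect; 0% = DMSO wells and -100% = cell-free medium wells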
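Knockdown cells (IDH1KD HT-1080) received compounds 2 h after plating at 750 cells/well and were kept 48 h at 37 °C in 5% FBS RPMI. A CellTiter-Glo luminescence read gave % activity for curve fitting.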
KB-3-1 cytotox = qHTS assay for MDR1-selective chemotherapeutics: Primary screen using the parental adenocarcinoma cell KB-3-1; AID 1347075, 2019; 400,000 compounds, 1.4% hits; KB-3-1 viability, CellTiter-Glo ATP luminescence, 72 h; Potency, µM (series often up to 46.1 µM), inactives show at the top dose activity change, negative = cytotoxic, most hits filed as cytotoxic; also: potency is read from the fitted curve at half-maximal effect; % is scaled to controls: 0 for no effect and ±100 for the full control effect; nearly all actives have a fitted effect of over 60% in size
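Cytotoxicity in the drug-sensitive parental line KB-3-1 was scored as loss of CellTiter-Glo luminescence following 72 h incubation with compound. Values come from curve fitting of normalized concentration-response data.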
DRD3 agonist = qHTS of D3 Dopamine Receptor Agonist: qHTS. max activation, %. D3R DiscoveRx beta-arrestin cells, luminescence, 90 min. D(3) dopamine receptor (Homo sapiens), P35462. AID 652048, 2013. 410,000 compounds, 0.58% hits; in the data active = max activation above about 30%; also: 0% is about no effect; mostly tested at two doses, the higher about 12 µM
Target sequence (P35462 whole entry, looked up): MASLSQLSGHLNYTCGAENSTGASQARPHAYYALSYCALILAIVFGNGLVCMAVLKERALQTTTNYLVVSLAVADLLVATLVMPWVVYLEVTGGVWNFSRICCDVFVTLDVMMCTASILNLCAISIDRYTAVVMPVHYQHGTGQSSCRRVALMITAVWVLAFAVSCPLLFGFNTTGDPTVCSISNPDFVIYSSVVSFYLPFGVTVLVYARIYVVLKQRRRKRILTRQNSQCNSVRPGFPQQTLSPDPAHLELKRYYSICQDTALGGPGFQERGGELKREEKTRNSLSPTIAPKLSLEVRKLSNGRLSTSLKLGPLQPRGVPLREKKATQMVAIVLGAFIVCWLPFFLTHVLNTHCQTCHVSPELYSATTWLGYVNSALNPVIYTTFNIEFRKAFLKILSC
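Agonist-mode cell screen: cells plated at 1500/well and incubated overnight at 37 °C, then exposed to library compounds for 90 min at 37 °C. Detection reagent was added for 30–60 min at room temperature, and luminescence was read.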
SW480 rereplic = A quantitative high throughput screen for small molecules that induce DNA re-replication in SW480 colon adenocarcinoma cells. SW480 DNA re-replication, Hoechst DNA content imaging, 48 h. Potency, µM (series often up to 46.1 µM), for inactives: at the top dose re-replication activation, hits mostly activators. 340,000 compounds, 1.8% hits; also: potency is read from the fitted curve at half-maximal effect; % of control where 0% means no effect; nearly all actives have a fitted effect of over 55% in size
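DNA re-replication was detected as more nuclei of elevated Hoechst intensity after 48 hr exposure to compound (23 nL pinned per well of 250 cells).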
KB-V1 MDR tox = qHTS assay for MDR1-selective chemotherapeutics: Primary screen using the drug-selected MDR subline cells KB-V1 | KB-V1 MDR cells viability, CellTiter-Glo, 72 h | Potency, µM (series often up to 46.1 µM), for the others: at the highest dose activity change, negative = cytotoxicity, usual class: cytotoxic | 400,000 compounds, 3.4% hits; also: potency is read from the fitted curve at half-maximal effect; % is scaled to controls: 0 for no effect and ±100 for the full control effect; nearly all actives have a fitted effect of over 60% in size
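KB-V1 MDR subline cells in DMEM (phenol-red free, 10% FBS) exposed to compounds in qHTS concentration series for 72 h at 37 degrees C. Viability read by CellTiter-Glo luminescence; concentration-effect curves fitted after normalization and correction.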
HEK293 tox = qHTS of GLP-1 Receptor Inverse Agonists: Cytotox Screen. HEK293 cAMP-luciferase reporter cells, luminescence, 24 h. Potency, µM (titrated, usually from 38.3 µM), inactives show at the top dose activity change, negative = inhibition, actives largely listed as inhibitors. 410,000 compounds, 0.13% hits;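 also: loss of luciferase light is scored as toxicity; potency is read from the fitted curve at half-maximal effect; % is scaled to controls: 0 for no effect and ±100 for the full control effect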
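Step one: seed cells (200 cells/uL, DMEM with 10% Nu serum, 1% pen-strep). Step two: 12-hour incubation at 37 deg C. Step three: pin 23 nL compound, incubate 24 hr. Step four: add luciferase reagent, read luminescence 12 min later.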
MCF10A rereplic = A quantitative high throughput screen for small molecules that induce DNA re-replication in MCF 10a normal breast cells; MCF 10A DNA re-replication, Hoechst nuclear intensity, 48 h; Potency, µM (series often up to 46.1 µM), for inactives: at the top dose activity, positive = re-replication, actives largely listed as activators; 350,000 compounds, 2.9% hits; AID 624296, 2012; also: potency is read from the fitted curve at half-maximal effect; % of control where 0% means no effect; nearly all actives have a fitted effect of over 50% in size
HT1080-NT tox = qHTS for induction of synthetic lethality in tumor cells producing 2HG: qHTS for the HT-1080-NT fibrosarcoma cell line | HT-1080-NT fibrosarcoma viability, CellTiter-Glo ATP luminescence, 48 h | Potency, µM (series often up to 46.1 µM), without a hit: at the highest dose activity, negative = less viability, most hits filed as cytotoxic | 360,000 compounds, 1.6% hits;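 also: NT is the 2HG producing partner of a matched IDH1 knockdown line; potency is read from the fitted curve at half-maximal effect; 0% = DMSO-treated cells and -100% = media-only wells without cells; nearly all actives have a fitted effect of over 55% in size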
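HT-1080-NT; 750 cells/well; 5% FBS RPMI; 48 h compound, 37 degrees C; CellTiter-Glo luminescence; curve fitting and curve-class assignment.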
IL1B secr inh = qHTS for Inhibitors of Inflammasome Signaling: IL-1-beta AlphaLISA Primary Screen; THP-1 LPS/ATP IL-1B secretion, AlphaLISA, 16 h; active compounds read low; activity change, % at 57.5 µM; 360,000 compounds, 4.7% hits; AID 743279, 2014; in the data active = activity change below about -50%; inconclusive = mostly about -30% to -49%; also: % is scaled to controls: 0 for no effect and ±100 for the full control effect
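Secreted IL-1B measured by AlphaLISA bead assay after 16 h compound exposure of THP-1 cells; compounds (final up to 57.5 uM) added 1 h before LPS (250 ng/mL) and ATP (1.25 mM) stimulation; lower signal means less secretion.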
Starred values were filed as active, the others as inactive; ? = inconclusive; . = not tested or not shown; [ ] = dose if it differs, or a comment. Unless noted, calls follow the shape of the dose curve; as a rule, active = well fitted curve in the direction sought with a large enough effect; inconclusive = small, poorly fitted or top-dose-only effect, or another doubt; inactive = no such curve, though single readings can be large; an effect the other way counts as inactive or inconclusive.

Every second line gives: DRD3 agonist	HT1080-NT tox	MCF10A rereplic	HT1080 IDH1KD tx	IL1B secr inh	KB-V1 MDR tox	HEK293 tox	SW480 rereplic	KB-3-1 cytotox
> CCOc1ccc(C(=O)c2ccc(OCC)c(N)c2)cc1N
    -7	-1%	18µM*	-18%	?	0%	?	?	?
> CC(C)N(C(=O)[C@H]1C[C@H](CC(=O)NCCCN(C)C)C(=O)N2CCc3c([nH]c4ccc(Cl)cc34)[C@]12C)C(C)C
    -41	-20%	?	?	-25	0%	-19%	18µM*	0%
> O=C(N/N=C/c1cc(Cl)cc([N+](=O)[O-])c1O)c1ccc2c(c1)OCO2
    -26	-1%	?	-4%	23	-15%	?	18µM*	?
> CN(C)C(=O)C1=NOC2(C1)C(=O)Nc1ccccc12 (stereo not drawn)
    0	21%	.	7%	17	?	0%	.	18%
> O=c1ccc(/C=C/c2ccccc2)nn1Cc1ccc(F)cc1
    17	-4%	?	-27%	-60*	-3%	2%	3%	-3%
> Cc1cc(C(=O)N2CCc3ccccc32)c2cc(F)ccc2n1
    3	-8%	?	-2%	52	-16%	12%	-3%	0%
> O=C(OCC1CC(c2ccccc2Cl)=NO1)c1ccc(Br)cc1 (stereo not drawn)
    10	3%	-3%	2%	29	17%	6%	-3%	24%
> CCOC(=O)C1CCCN(C(=O)c2nn(-c3ccc(OC)cc3)c(=O)c3c2c2ccccc2n3C)C1 (stereo not drawn)
    0	.	.	.	.	0%	-2%	.	-2%
> Oc1ccccc1-c1nc(NCc2ccccc2)c2ccccc2n1
    -3	?	?	-8%	-10	-4%	-9%	14%	2%
> O=C(c1ccco1)N1CCN(C2c3ccccc3-c3ccccc32)CC1
    1	-24%	?	?	-15	0%	-1%	?	-15%
> CCCCc1nc(NCc2ccccc2)c(C#N)c2c1COC(C)(C)C2
    -5	0%	9%	3%	-17	-1%	38%	1%	-3%
> COc1ccccc1NC(=O)C1=C(C)Nc2nnnn2C1c1cccc(C)c1 (stereo not drawn)
    -9	-2%	-2%	-4%	-1	-8%	-3%	1%	?
> COc1ccc(N2CCN(S(=O)(=O)c3cc4c(cc3C)NC(=O)CO4)CC2)cc1
    -7	6%	26%	6%	15	11%	-15%	-26%	18%
> Nc1nc(N2C(=O)C3CC=CCC3C2=O)nn1-c1ccccc1 (stereo not drawn)
    -16	20%	16%	-5%	2	18%	0%	7%	-13%
> Cc1sc2nc(CN3CCOCC3)nc(Cl)c2c1C
    7	2%	?	-5%	-96*	0%	-53%	-1%	?
> CCOC(=O)C1(CC2CCCCO2)CCN(C2CCSCC2)CC1 (stereo not drawn)
    -4	-1%	-6%	0%	32	-21%	-11%	27%	1%
> O=C(CN1CCCC1)Nc1ccc([N+](=O)[O-])cc1Cl
    -5	10%	1%	3%	-10	18%	-12%	10%[1.84 µM]	22%
> Cc1ccc(NC(=O)COC(=O)CNC(=O)c2ccco2)cc1
    -5	11%	8%	14%	6	?	0%	-3%	13%
> CC(C)[C@H](NC(=O)c1ccccc1Br)C(=O)OCc1nc2ccsc2c(=O)[nH]1
    5	1%	-14%	5%	52	-5%	-1%	-13%	-5%
> CCC(=O)Nc1ccc(Cl)c(NC(=O)C(C)C)c1
    6	4%	?	5%	11	0%	21%	?	1%

The final 2 compounds of the part above open the next one.
Every second line gives: DRD3 agonist	HT1080-NT tox	MCF10A rereplic	HT1080 IDH1KD tx	IL1B secr inh	KB-V1 MDR tox	HEK293 tox	SW480 rereplic	KB-3-1 cytotox
> CC(C)[C@H](NC(=O)c1ccccc1Br)C(=O)OCc1nc2ccsc2c(=O)[nH]1
    5	1%	-14%	5%	52	-5%	-1%	-13%	-5%
> CCC(=O)Nc1ccc(Cl)c(NC(=O)C(C)C)c1
    6	4%	?	5%	11	0%	21%	?	1%
> O=C(COC(=O)c1nc(Cl)ccc1Cl)NC1CCCCC1
    6	11%	-12%	14%	1	3%	2%	-24%	16%
> COc1ccccc1NS(=O)(=O)c1cc(N)ccc1N1CCCCC1
    -1	1%	?	-1%	-11	-18%	5%	-18%	0%
> COc1ccc(C(=O)N/C(=C/c2cccs2)c2nc3ccccc3[nH]2)cc1OC
    -5	5%	-4%	-2%	0	1%	-18%	-2%	0%
> CCOc1ccc(C(=O)Nc2cc(-c3nc4ccccc4[nH]3)ccc2Cl)cc1[N+](=O)[O-]
    7	?	?	18µM*	-20	?	?	?	20%
> Cc1cc(NC(=O)C2CCCC2)nc2c1c(=O)oc1ccccc12
    -3	7%	9%	13%	18	?	0%	9%	7%
> Cc1sc2ncn(CC(=O)Nc3cccc(C(F)(F)F)c3)c(=O)c2c1S(=O)(=O)N1CCN(C)CC1
    -4	.	.	.	.	9%	-5%	.	-1%
> COc1ccccc1N1CCN(S(=O)(=O)c2ccc3c(c2)NC(=O)C(C)S3)CC1 (stereo not drawn)
    4	-14%	15%	-24%	-2	?	-5%	1%	?
> COc1cc(CO)c(Br)cc1OCC(=O)Nc1ccccc1C
    -1	10%	23%	12%	-5	-25%	-2%	-8%	13%
> Cc1cc(N2CCOCC2)nc(SCc2c(Cl)cccc2Cl)n1
    -5	-18%	?	-19%	-6	-10%	-13%	?	?
> C=CCn1sc(N)c(C(=O)OCC)c1=S
    1	-3%	-5%	-2%	-10	?	2%	0%	-23%
> CS(=O)(=O)N(CC(=O)NCc1cccnc1)Cc1ccc(Cl)cc1
    -1	-3%	-2%	0%	2	-12%	1%	3%	0%
> FC(F)(F)c1cccnc1-n1cncn1
    2	1%	-1%	1%	15	19%	1%	-33%[inhibitor]	0%
> O=C(c1ccc(F)cc1)C1CCN(C(=S)Nc2ccccc2)CC1
    -9	0%	-1%	0%	-5	?	4%	7%	-12%
> Cc1nn(Cc2ccccc2)c2sc(C(=O)N3CCN(Cc4ccc5c(c4)OCO5)CC3)cc12
    -19	?	11%	?	?	0%	-21%	-5%	-29%
> CCN(CC)C(=O)COc1ccc2c(-c3ccc(OC)cc3)cc(=O)oc2c1
    1	13%	13%	7%	-15	-1%	2%	3%	13%
> O=C(NCc1ccc(F)cc1)C1CCN(S(=O)(=O)c2ccc(Cl)cc2)CC1
    -5	-10%	?	-5%	-21	-25%	-7%	?	9%
> O=C(NC1CCN(Cc2ccccc2)CC1)C1CCN(S(=O)(=O)c2cccc3nsnc23)CC1
    0	-17%	?	-9%	7	-28%	4%	?	?
> CCOC(=O)[C@H]1CCC[C@@H](NS(=O)(=O)c2ccc(NC(C)=O)cc2)C1
    1	-2%	-4%	1%	-11	1%	-7%	-6%	0%
> COC(=O)Cc1c(C)nc2nc[nH]n2c1=O
    10	-2%	3%	?	7	0%	3%	-5%	0%
> Cc1ccccc1CN1C[C@H]2CON(C)[C@H]2C[C@H]1c1cccc(Br)c1
    -1	0%	.	-5%	-18	?	-4%	.	?
> O=C(Cn1cc([N+](=O)[O-])cn1)NCCc1nc2ccccc2[nH]1
    -5	6%	-1%	9%	25	0%	-3%	-5%	11%
> COc1ccc(Cl)c(-c2cc(C(=O)NCc3ccc(C(F)(F)F)cc3)[nH]n2)c1
    -15	-18%	.	-12%	-28	?	-7%	.	-1%
> Cc1ccc(S(=O)(=O)N2CCOCC2)cc1C(=O)Nc1ccc(C(N)=O)cc1
    8	8%	-1%	7%	23	1%	-2%	-1%	-3%
> CC(Sc1nc(N(C)C)nc(N2CCOCC2)n1)C(=O)Nc1ccccc1 (stereo not drawn)
    -1	3%	9%	2%	9	-7%	-13%	-7%	1%
> CCn1c(=O)[nH]c2cc(C(=O)Nc3cc(C)cc(C)c3)ccc2c1=O
    4	11%	?	11%	-6	-11%	3%[7.66 µM]	-2%	3%
> COCCNc1ccc(-c2nc(-c3ccncc3)no2)cc1[N+](=O)[O-]
    -4	.	.	.	.	0%	1%	.	-2%
> COc1ccc(S(=O)(=O)N2CCOCC2)cc1NC(=O)COc1ccc(C)cc1
    -7	0%	-3%	-3%	-51*	.	-2%	9%	.
> Cc1ccc(S(=O)(=O)NNC(=O)c2ccc(F)cc2)cc1
    -4	2%	11%	12%	18	11%	3%	-6%	-1%
> COc1ccc(-c2oc3ccccc3c2C(=O)Oc2ccccc2)cc1
    5	5%	?	9%	20	-1%	2%	16%	-4%
> O=C(Nc1cccc(Br)c1)c1ccc(CN2CCc3ccccc3C2)cc1
    -16	16µM*	26µM*	?	0	?	-15%	18µM*	?
> COc1cc(-c2nnc(-c3ccncc3)o2)ccc1OCc1ccccc1
    81*	3%	?	-1%	0	-24%	1%	-18%	5%
> O=C(c1ccc(Cn2c(=O)[nH]c3ccccc3c2=O)cc1)N1CCN(c2ccc(Cl)cc2)CC1
    11	?	21%	?	-25	21µM*	-7%	17%	?
> Cc1ccc(S(=O)(=O)c2nc(-c3ccco3)oc2SCC(=O)Nc2ccc(F)cc2)cc1
    -5	.	.	.	.	19%	-9%	.	-1%
> C[C@H](CO)N1C[C@H](C)[C@H](CN(C)C(=O)c2ccc3ccn(C)c3c2)OCc2cnnn2CCCC1=O
    -4	3%	.	16%	-7	?	12%	.	9%
> CN(Cc1ccccc1)c1ccc(C(CC(N)=O)NC(=O)c2ccccc2)cc1[N+](=O)[O-] (stereo not drawn)
    -8	0%	-3%	-4%	22	13%	?	-1%	-4%

High-throughput results deposited in PubChem by National Center for Advancing Translational Sciences (NCATS).
